EBV LMP1 NFkB: EBV LMP1-driven NF-kappaB luciferase reporter inhibitors, primary screen, cell-based, luminescence, single point; actives 0.69% (n = 350,000); LMP1-induced NF-kappaB luciferase reporter cells; inhibition, % at 12.5 µM; in the data active = inhibition above about 41%;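 also: 0% = neutral control wells and 100% = reference inhibitor control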
CF NFkB inh: inhibitors of PAF-induced NF-kB signaling, primary screen, cell-based, GFP fluorescence, uHTS. inhibition, % at 5 µM. actives 0.86% (n = 360,000). KKLEB NF-kB-GFP reporter, GFP fluorescence overnight;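 active = at least 50% inhibition at 5 µM, scaled per plate between neutral and stimulator controls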;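 also: PAF is a Pseudomonas aeruginosa culture filtrate used as stimulus; plate controls were PAF-stimulated DMSO wells for no effect and unstimulated DMSO wells for full effect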
TRPM1 prom inh: inhibitors of MITF-dependent TRPM1 promoter reporter, primary screen, cell-based, SK-MEL-5, single point, luciferase; SK-MEL-5 TRPM1 promoter luciferase, 24 h; inhibition, % at 12.5 µM; actives 0.83% (n = 330,000);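 active = mean inhibition across replicates of 60% or more, whatever share of single replicates reaches that level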; also: values of inactives mirror those of a sister screen read the other way
Peg3 prom inh: Peg3 promoter-driven luciferase inhibitors, primary screen, cell-based, HeLa, luciferase luminescence; HeLa PEG-Prom luciferase reporter, overnight; inhibition, % at 20 µM; actives 1.7% (n = 360,000); AID 588405, 2011;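 active = inhibition of at least 50% at 20 µM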
KKLEB tox: cytotoxicity in KKLEB CF airway cells, primary screen, cytotoxicity control for CF NF-kB inhibitor project, cell-based, uHTS, fluorescence assay plates; KKLEB CF airway cells viability, ATPlite luminescence, overnight; active compounds read low; cells stimulated with P. aeruginosa culture filtrate; activity change (cytotoxicity), % at 5 µM; actives 0.36% (n = 360,000);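 active = corrected activity change at or below -50% at 5 µM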
NR2E3 ag-1: inhibitors of NR2E3-RetCOR corepressor binding, primary screen, NR2E3 agonist project, biochemical, TR-FRET, GST-NR2E3, biotin-RetCOR; AID 2300, 2010; actives 0.12% (n = 320,000); 1536-well; Photoreceptor-specific nuclear receptor (Homo sapiens), Q9Y5X4; inhibition of corepressor binding, % at 4.78 µM;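 active = percent inhibition above the cutoff of mean plus 3 SD of all tested compounds, set per screening campaign, cut at about 20% in these data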;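 also: 0% = DMSO wells and 100% = biotin wells as full block of FRET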
Target sequence (Q9Y5X4 whole entry, looked up): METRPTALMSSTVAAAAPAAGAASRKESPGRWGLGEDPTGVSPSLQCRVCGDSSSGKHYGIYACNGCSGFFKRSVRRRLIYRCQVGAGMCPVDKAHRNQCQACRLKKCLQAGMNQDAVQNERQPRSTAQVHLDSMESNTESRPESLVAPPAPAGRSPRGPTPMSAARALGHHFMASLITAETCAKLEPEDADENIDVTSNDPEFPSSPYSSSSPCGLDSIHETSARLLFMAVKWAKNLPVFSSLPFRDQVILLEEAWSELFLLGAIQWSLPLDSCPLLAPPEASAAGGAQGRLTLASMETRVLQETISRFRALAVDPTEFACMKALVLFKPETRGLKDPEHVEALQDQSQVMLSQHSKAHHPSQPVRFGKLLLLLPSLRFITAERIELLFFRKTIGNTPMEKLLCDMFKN
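Material: NR2E3–RetCOR corepressor complex / Amount: 1.35 nM GST-NR2E3 / Medium: Tris pH 7.5 / Compound: single nominal compound dose of 4.8 µM / Incubation: 5 h at 4 °C / Technique: TR-FRET, Eu(K)-anti-GST donor, streptavidin-D2 acceptor, ex 340, em 617/671 nm / Read-out basis: percent loss of FRET ratio relative to control wells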
HIF-2a block: HIF-2a reporter inhibitors, primary screen, luminescence, 786-0 RCC cells. 786-0 RCC cells HIF-2a reporter, luciferase luminescence, overnight. inhibition, % at 18.8 µM. actives 0.72% (n = 360,000). AID 624352, 2012;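 active = inhibition of the luminescence signal of 40% or more relative to plate controls, in a single-dose primary screen at 18.75 µM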
Shn3 inh set2: reduction of Shn3 3'UTR firefly luciferase signal, primary screen, Schnurri-3 inhibitor project, cell-based, Clone20 osteoblasts, set 2; Clone20 osteoblast Shn3 3'UTR firefly luciferase, 24 h; actives 0.52% (n = 360,000); inhibition, % at 12.5 µM;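 active = mean inhibition of at least 75% with every replicate also reaching 75%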;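 also: 0% = median of neutral control wells and 100% = pilot-screen positive control compound; some compounds past the cut are filed as inactive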
hiPSC survival: enhancers of single-cell hiPSC survival, primary screen, ATPlite luminescence. 100% = ROCK inhibitor wells, 0% = DMSO. survival enhancement, % at 20 µM. actives 0.044% (n = 360,000). AID 602274, 2012; in the data active = survival enhancement above about 18%;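 also: cells exposed to compounds for 16 hours before the ATP read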
NR2E3 ag-2: NR2E3 agonists in two-hybrid cells, primary screen, cell-based, luminescence, CHO-S, Gal4-NCOR/VP16-NR2E3; actives 0.35% (n = 360,000); inhibition of corepressor binding, % at 3.98 µM; Photoreceptor-specific nuclear receptor (Homo sapiens), Q9Y5X4; luciferase; AID 602229, 2012;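 active = inhibition above the mean of all tested compounds plus 3 SD, cut at about 70% in these data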;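 also: 0% = DMSO with NR2E3 transfected cells and 100% = cells lacking NR2E3 construct; higher means lower luciferase signal from less NR2E3 corepressor binding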
C8 TRAIL sens: viability loss with TRAIL in NB7+C8 cells, primary screen, TRAIL sensitizer project, cell-based, ATPlite luminescence. inhibition (viability loss, TRAIL sensitization), % at 10 µM. actives 1% (n = 360,000);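 active = compounds causing at least 50% loss of cell viability in the single-dose screen, relative to plate controls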
* hit, by the source's call.

Results for Cc1cccc(C)c1N(CC(=O)NC1CCCCC1)C(=O)c1csnn1 ?
EBV LMP1 NFkB: -9.7; CF NFkB inh: -8.4; TRPM1 prom inh: 10.1; Peg3 prom inh: 3.1; KKLEB tox: 6.5; NR2E3 ag-1: 4.8; HIF-2a block: -0.8; Shn3 inh set2: 8.1; hiPSC survival: 1.6; NR2E3 ag-2: -42.0; C8 TRAIL sens: -1.6

How did CCC(=O)N(Cc1ccc(S(N)(=O)=O)cc1)C1CC(=O)N(c2ccccc2)C1=O (centres undefined) do in these assays?
EBV LMP1 NFkB: 6.7; CF NFkB inh: -5.4; TRPM1 prom inh: -8.0; Peg3 prom inh: -3.8; KKLEB tox: -18.3; NR2E3 ag-1: 1.9; HIF-2a block: 16.4; Shn3 inh set2: 7.3; hiPSC survival: -0.3; NR2E3 ag-2: -12.0; C8 TRAIL sens: -1.6

Results for CCOc1cc(S(=O)(=O)NC2CC2)c(OCC)cc1-n1cnnn1 ?
EBV LMP1 NFkB: -0.6; CF NFkB inh: 11.4; TRPM1 prom inh: 5.0; Peg3 prom inh: 5.3; KKLEB tox: 0.2; NR2E3 ag-1: -1.4; HIF-2a block: 7.1; Shn3 inh set2: 3.7; hiPSC survival: 0.5; NR2E3 ag-2: -19.6; C8 TRAIL sens: -25.8

What do the screens show for `CCn1c(=O)c(=O)[nH]c2c(=O)oc3ccc(S(=O)(=O)Nc4ccccc4)cc3c21`?
EBV LMP1 NFkB: 3.1; CF NFkB inh: 15.5; TRPM1 prom inh: -3.4; Peg3 prom inh: -2.2; KKLEB tox: 3.4; NR2E3 ag-1: 0.7; HIF-2a block: 3.0; Shn3 inh set2: -4.3; hiPSC survival: -0.2; NR2E3 ag-2: -0.5; C8 TRAIL sens: 1.9

Results for COCCCn1c(SCC(=O)O)nc2cc(OC)c(OC)cc2c1=N ?
EBV LMP1 NFkB: -2.1; CF NFkB inh: -3.7; TRPM1 prom inh: 2.0; Peg3 prom inh: 11.4; KKLEB tox: -1.4; NR2E3 ag-1: -0.9; HIF-2a block: 11.8; Shn3 inh set2: 5.7; hiPSC survival: 0.4; NR2E3 ag-2: -14.4; C8 TRAIL sens: 12.3

How did CC(C)(O)/C=C1/Oc2ccccc2C1N1CCCCC1 (centres undefined) do in these assays?
EBV LMP1 NFkB: -1.5; CF NFkB inh: -11.3; TRPM1 prom inh: -7.8; Peg3 prom inh: 3.9; KKLEB tox: 8.2; NR2E3 ag-1: -2.0; HIF-2a block: 24.6; Shn3 inh set2: -1.9; hiPSC survival: 1.0; NR2E3 ag-2: 2.5; C8 TRAIL sens: 0.1

What do the screens show for `CCc1ccccc1NC(=O)c1cccc(NC(=O)/C=C/c2ccco2)c1`?
EBV LMP1 NFkB: -59.9; CF NFkB inh: -13.3; TRPM1 prom inh: -2.6; Peg3 prom inh: -117.7; KKLEB tox: 7.7; NR2E3 ag-1: 0.1; HIF-2a block: -101.0; Shn3 inh set2: -20.6; hiPSC survival: -2.9; NR2E3 ag-2: -23.2; C8 TRAIL sens: 7.4

How did CC(=O)Nc1sc2c(c1C#N)CCN(Cc1ccccc1)C2 do in these assays?
EBV LMP1 NFkB: -0.7; CF NFkB inh: -22.2; Peg3 prom inh: 0.0; KKLEB tox: 18.0; NR2E3 ag-1: 1.5; HIF-2a block: -17.1; Shn3 inh set2: -6.7; hiPSC survival: 0.2; NR2E3 ag-2: -15.0; C8 TRAIL sens: -12.9

Results for O=C(O)/C(=C1\OC(=O)c2ccccc21)c1ccccc1 ?
EBV LMP1 NFkB: -2.4; CF NFkB inh: -2.5; TRPM1 prom inh: -1.0; Peg3 prom inh: 12.7; KKLEB tox: 5.9; NR2E3 ag-1: -0.1; HIF-2a block: 7.7; Shn3 inh set2: -2.1; hiPSC survival: 5.9; NR2E3 ag-2: -27.6; C8 TRAIL sens: -5.6

What do the screens show for `COc1ccc(CCC(=O)OCC(=O)N(CC(C)C)c2c(N)n(Cc3ccccc3)c(=O)[nH]c2=O)cc1`?
EBV LMP1 NFkB: 2.7; CF NFkB inh: 24.4; TRPM1 prom inh: -0.2; Peg3 prom inh: -7.2; KKLEB tox: 4.6; NR2E3 ag-1: 1.8; HIF-2a block: 4.1; Shn3 inh set2: 2.5; hiPSC survival: -0.5; NR2E3 ag-2: 15.8; C8 TRAIL sens: 10.5

How did CCCCN1CC(COCc2ccccc2)Oc2cccc(OCCN3C(=O)[C@@H]4[C@H](C3=O)C3C=C[C@H]4C3)c2S1(=O)=O (some centres undefined) do in these assays?
EBV LMP1 NFkB: 9.7; CF NFkB inh: 42.8; TRPM1 prom inh: 10.8; Peg3 prom inh: 59.1*; KKLEB tox: -4.9; HIF-2a block: -13.6; Shn3 inh set2: 53.4; hiPSC survival: -0.3; NR2E3 ag-2: -16.8; C8 TRAIL sens: 15.2

How did COc1cc(NC(=O)CSc2nc3ccccc3n2-c2ccccc2)c(C)cc1[N+](=O)[O-] do in these assays?
EBV LMP1 NFkB: 21.7; CF NFkB inh: -14.7; TRPM1 prom inh: 20.7; Peg3 prom inh: 25.3; KKLEB tox: 2.1; NR2E3 ag-1: 1.1; HIF-2a block: 17.7; Shn3 inh set2: -18.7; hiPSC survival: -1.9; NR2E3 ag-2: -19.5; C8 TRAIL sens: 12.3

How did CCn1c(SC(C)C(=O)NC2CCCc3ccccc32)nnc1-c1cccs1 (centres undefined) do in these assays?
EBV LMP1 NFkB: -3.0; CF NFkB inh: -5.7; TRPM1 prom inh: -0.1; Peg3 prom inh: 3.7; KKLEB tox: 3.7; NR2E3 ag-1: 0.6; HIF-2a block: 7.4; Shn3 inh set2: 0.5; hiPSC survival: 2.6; NR2E3 ag-2: -20.5; C8 TRAIL sens: 9.8

What do the screens show for `CCCCN(C)C(=O)c1c[nH]c2ccc(S(=O)(=O)N3CCOCC3)cc2c1=O`?
EBV LMP1 NFkB: 1.3; CF NFkB inh: -31.8; Peg3 prom inh: 2.3; KKLEB tox: -1.5; NR2E3 ag-1: 4.0; HIF-2a block: 13.6; Shn3 inh set2: -30.6; hiPSC survival: 1.5; NR2E3 ag-2: -11.7; C8 TRAIL sens: -12.2

What do the screens show for `COc1ccccc1N1CCN(C(=O)CSc2nc(-c3ccco3)cc(C(F)(F)F)n2)CC1`?
EBV LMP1 NFkB: 7.9; CF NFkB inh: -4.8; TRPM1 prom inh: -0.3; Peg3 prom inh: 22.6; KKLEB tox: 4.6; NR2E3 ag-1: -0.1; HIF-2a block: 5.0; Shn3 inh set2: -9.3; hiPSC survival: 1.6; NR2E3 ag-2: 11.2; C8 TRAIL sens: -14.9

How did COc1cc(C2=NOC(C(=O)N3CCCc4ccccc43)C2)cc(OC)c1OC (centres undefined) do in these assays?
EBV LMP1 NFkB: 6.0; CF NFkB inh: 6.8; TRPM1 prom inh: 11.9; Peg3 prom inh: 10.9; KKLEB tox: 7.1; NR2E3 ag-1: -0.2; HIF-2a block: -6.5; Shn3 inh set2: -27.0; hiPSC survival: -2.6; NR2E3 ag-2: 1.0; C8 TRAIL sens: -0.9

How did COc1ccc(CCN2CC(C(=O)OCc3ccccc3Cl)CC2=O)cc1OC (centres undefined) do in these assays?
EBV LMP1 NFkB: 0.8; CF NFkB inh: -4.1; TRPM1 prom inh: -2.1; Peg3 prom inh: -1.9; KKLEB tox: -3.3; HIF-2a block: 12.8; Shn3 inh set2: -2.9; hiPSC survival: 0.3; NR2E3 ag-2: 1.1; C8 TRAIL sens: 16.5

Results for COc1ccc(F)cc1C(=O)C1CCCN(C(=O)c2ccccc2N(C)C)C1 (centres undefined) ?
EBV LMP1 NFkB: 2.8; CF NFkB inh: 24.2; TRPM1 prom inh: 1.7; Peg3 prom inh: -9.9; KKLEB tox: 10.1; NR2E3 ag-1: -1.2; HIF-2a block: -14.8; Shn3 inh set2: 9.7; hiPSC survival: 0.0; NR2E3 ag-2: -15.0; C8 TRAIL sens: 23.9

How did CC1CCC(C(=O)NNC(=O)c2cc(-c3ccco3)[nH]n2)CC1 (centres undefined) do in these assays?
EBV LMP1 NFkB: 1.4; CF NFkB inh: -12.6; TRPM1 prom inh: 4.1; Peg3 prom inh: 10.5; KKLEB tox: 2.6; NR2E3 ag-1: 4.0; HIF-2a block: 9.7; Shn3 inh set2: -3.6; hiPSC survival: 0.8; NR2E3 ag-2: -13.1; C8 TRAIL sens: -55.5

Results for N=c1sccn1CC(=O)Nc1cccc2ccccc12 ?
EBV LMP1 NFkB: -3.6; CF NFkB inh: -1.4; TRPM1 prom inh: 1.1; Peg3 prom inh: 7.8; KKLEB tox: -17.2; NR2E3 ag-1: -2.0; HIF-2a block: 24.7; Shn3 inh set2: 4.8; hiPSC survival: 3.8; NR2E3 ag-2: 5.0; C8 TRAIL sens: -6.8

What do the screens show for `CCc1noc(C)c1C(=O)OCC(=O)Nc1ccc(F)cc1Cl`?
EBV LMP1 NFkB: 0.2; CF NFkB inh: -8.8; TRPM1 prom inh: -1.6; Peg3 prom inh: 0.0; KKLEB tox: 7.6; NR2E3 ag-1: 1.3; HIF-2a block: 3.4; Shn3 inh set2: -7.4; hiPSC survival: -0.2; NR2E3 ag-2: -4.1; C8 TRAIL sens: 9.3

Results for Cc1ccc(Oc2nc3ccccn3c(=O)c2/C=C(\C#N)C(=O)NC2CCS(=O)(=O)C2)cc1 (centres undefined) ?
EBV LMP1 NFkB: 7.1; CF NFkB inh: -22.1; TRPM1 prom inh: 11.9; Peg3 prom inh: -11.8; KKLEB tox: 2.4; NR2E3 ag-1: 1.5; HIF-2a block: -10.1; Shn3 inh set2: -23.3; hiPSC survival: 0.0; NR2E3 ag-2: -12.8; C8 TRAIL sens: -4.8

Results for CCOC(=O)N1CCN(c2ccc(Cl)cc2)CC1 ?
EBV LMP1 NFkB: 2.9; CF NFkB inh: -16.6; TRPM1 prom inh: -17.6; Peg3 prom inh: -18.1; KKLEB tox: 0.6; NR2E3 ag-1: 1.9; HIF-2a block: -22.3; Shn3 inh set2: -8.0; hiPSC survival: -1.0; NR2E3 ag-2: 11.2; C8 TRAIL sens: 1.1

How did O=C(CCCN1C(=O)c2ccccc2C1=O)NCc1ccc(F)cc1 do in these assays?
EBV LMP1 NFkB: 6.1; CF NFkB inh: -3.4; TRPM1 prom inh: -22.6; Peg3 prom inh: 7.4; KKLEB tox: 12.2; NR2E3 ag-1: 2.5; HIF-2a block: 13.9; Shn3 inh set2: 6.7; hiPSC survival: -0.7; NR2E3 ag-2: -28.7; C8 TRAIL sens: -4.2

Screening data as filed in PubChem.

Only part of the results is shown; the hit share may differ from the screen's.
